Assay outcomes (PubChem)
RSV antiviral HEp-2 – inhibition of RSV-induced cytopathic effect – HEp-2 cells, primary 10 µM value included (AID 2391); 310,000 compounds, 0.13% hits; CPE inhibition, % at 10 µM; hits with a dose series show IC50 in µM; HEp-2 cells, RSV-induced CPE inhibition; higher % means a stronger effect; in the data active = a potency from the dose series; inconclusive = CPE inhibition mostly from about 23% at the one dose, without a potency; inactive = the rest, 99 in 100 with CPE inhibition below about 21%; note: strong numbers were not always called active
T cell modulator – T cell immune modulation candidate | 2C CD8+ T cell-vesicle binding, flow cytometry; stronger effect = lower value | calls only at 7 µM | 330,000 compounds, 0.068% hits | AID 2052;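 active = response, share of CD8 T cells binding vesicles, and their 90th percentile fluorescence all below set limits, cut at about 80% in these data, passing the limit was not always enough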
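incubation = binding step 1.5 h, 37 °C, antibody labelling 20 min, ice | test system = 2C mouse CD8+ T cells | read-out basis = percent CD8+ FL2 mean versus row control | controls = Peptide-free naked vesicles (low) and QL9 vesicles with 0.7% DMSO vehicle (high) | detection = flow cytometry of vesicle-bound cells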
M1AAP inhibition – malaria alanyl aminopeptidase activity blockers – biochemical, fluorogenic H-Leu-NHMec substrate, 1536-well (AID 1445); recombinant M1AAP, H-Leu-NHMec fluorogenic kinetic assay; higher % means a stronger effect; inhibition, % at 30 µM; hits with a dose series show IC50 in µM; 220,000 compounds, 0.42% hits;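 active = primary inhibition above the hit cutoff, then over 50% inhibition at one or more dose response concentrations, cut at about 23% in these data, passing the limit was not always enough; inconclusive = conflicting primary data, or primary hits not chosen for dose response; inactive = low primary inhibition, or under 50% at every dose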;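 note: plate controls were DMSO full reaction for no effect and no enzyme background for full effect; strong numbers were not always called active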
West Nile virus CPE – inhibition of WNV-induced cytopathic effect – cell-based, CPE readout (AID 1621) | 290,000 compounds, 0.02% hits | CPE inhibition, % at 10 µM, or IC50 in µM where a hit was titrated | West Nile virus-infected cells, CPE inhibition; higher % means a stronger effect; in the data active = a potency from the dose series; inconclusive = CPE inhibition mostly from about 3.7% at the one dose, without a potency; inactive = the rest, 99 in 100 with CPE inhibition below about 2.2%; note: strong numbers were not always called active
PMI inhibition – MPI inhibition at elevated mannose 6-phosphate – biochemical, fluorescence intensity, high mannose 6-phosphate, primary screen (AID 1220). 190,000 compounds, 0.66% hits. recombinant PMI enzyme, coupled fluorescence intensity; higher % means a stronger effect. inhibition, % at 20 µM, or IC50 in µM where a hit was titrated
P. falciparum M17LAP – P. falciparum M17LAP inhibitors, primary screen, biochemical, fluorogenic H-Leu-NHMec substrate, 1536-well (AID 1619) | recombinant M17LAP, H-Leu-NHMec fluorogenic kinetic assay; higher % means a stronger effect | inhibition, % at 30 µM; hits with a dose series show IC50 in µM | 220,000 compounds, 0.38% hits;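 active = compound inhibiting the enzyme by more than half at any dose during confirmatory dose-response retesting; inconclusive = strong single-dose inhibitors picked by rank but not retested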;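 note: plate controls were full reaction with DMSO carrier for no effect and no enzyme background for full effect; strong numbers were not always called active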
UTI89 phage lysis – inhibition of K1F phage lysis, E. coli UTI89, bacterial capsule biogenesis inhibitors, alamar blue (AID 488966). E. coli UTI89 K1F phage lysis, alamar blue, 2 h; higher % means a stronger effect. one-dose inhibition, % at 100 µM; IC50 in µM for titrated hits. 340,000 compounds, 0.02% hits;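 active = phage lysis inhibition, versus mean bacterial control, above a set limit; inconclusive = no clear call, values can overlap the other calls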;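 note: capsule biogenesis inhibitors block K1F phage lysis so surviving cells raise fluorescence; higher fluorescence means more inhibition of phage lysis; actives were called in the ten point dose series up to 300 µM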
TNAP activation fold – stimulation of alkaline phosphatase TNAP activity – biochemical, luminescent, no phosphate acceptor, uHTS, primary screen (AID 1001) | purified TNAP, luminescent activation assay, no phosphate acceptor; higher activation fold means a stronger effect | activation fold at 20 µM; hits with a dose series show EC50 in µM | 200,000 compounds, 0.03% hits; in the data active = activation fold from about 3, or a potency from the dose series; inactive = the rest, 99 in 100 with activation fold below about 1.6; note: many of its hits are not listed in these tables
human PMI inhibition – inhibitors of human PMI, primary screen, biochemical, fluorescence intensity, coupled assay (AID 1209); purified PMI enzyme, coupled fluorescence intensity; higher % means a stronger effect; one-dose inhibition, % at 20 µM; IC50 in µM for titrated hits; 190,000 compounds, 0.42% hits;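 note: plate controls were DMSO vehicle for no effect and wells lacking substrate for full effect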
T cell modulator vesicle-bound % – recorded beside T cell modulator, whose call it bears; double positive events, %; measured here: CD8+ vesicle-bound cell fraction;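 binding gate set so that unloaded-vesicle control wells show 10% double positive cells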
Starred values were filed as active, the others as inactive. Cut-off read from the data, not from the text of the source, unless noted: active = inhibition above about 50%; inactive = the rest.

O=c1cc(-c2ccc([N+](=O)[O-])cc2)c2ccc(O)cc2o1 was read as RSV antiviral HEp-2 0.1%, T cell modulator inactive, M1AAP inhibition 12%, West Nile virus CPE 0.5%, PMI inhibition 1%, P. falciparum M17LAP -3%, UTI89 phage lysis 0.1%, TNAP activation fold 1, human PMI inhibition -6% and T cell modulator vesicle-bound % 25.
Screening Cc1ccc(C(=O)Nc2ccc3c(c2)C(=O)N(C)C3=O)c(C)c1 returned RSV antiviral HEp-2 3.5%, T cell modulator inactive, West Nile virus CPE -0.6%, UTI89 phage lysis -0.6% and T cell modulator vesicle-bound % 29.
Screening OC(COc1ccc(CN2CCSCC2)cc1)CN1CCCCC1 (stereo not drawn) returned RSV antiviral HEp-2 -2.7%, T cell modulator inactive, M1AAP inhibition -9%, West Nile virus CPE -0.6%, PMI inhibition 3%, P. falciparum M17LAP -2%, UTI89 phage lysis 0.0%, TNAP activation fold 1.1, human PMI inhibition 10% and T cell modulator vesicle-bound % 31.
CCOC(=O)C1C(=O)NC(SCC(=O)OC)=C(C#N)C1c1ccccc1OCC (stereo not drawn) was read as RSV antiviral HEp-2 0.6%, T cell modulator inactive, M1AAP inhibition 11%, West Nile virus CPE -0.6%, PMI inhibition 3%, P. falciparum M17LAP -2%, UTI89 phage lysis 0.9%, TNAP activation fold 1.1, human PMI inhibition 14% and T cell modulator vesicle-bound % 8.
For Cc1ccc(C(=O)NNC(=O)C2CCCN(c3ncccn3)C2)cc1 (stereo not drawn) the results were RSV antiviral HEp-2 2.2%, T cell modulator inactive, M1AAP inhibition 0%, West Nile virus CPE 0.2%, PMI inhibition 8%, P. falciparum M17LAP 8%, UTI89 phage lysis 1.9%, TNAP activation fold 1, human PMI inhibition 1% and T cell modulator vesicle-bound % 43.
For CC(C)c1ccccc1NC(=O)COC(=O)Cc1ccsc1 the results were RSV antiviral HEp-2 0.2%, T cell modulator inactive, M1AAP inhibition 6%, West Nile virus CPE -0.4%, PMI inhibition -12%, P. falciparum M17LAP -1%, UTI89 phage lysis 2.9%, TNAP activation fold 1, human PMI inhibition 0% and T cell modulator vesicle-bound % 42.
`CCOc1ccccc1NC(=O)CSc1nnc(Cn2c(=O)sc3ccccc32)n1C` gave RSV antiviral HEp-2 -0.8%, T cell modulator inactive, M1AAP inhibition 4%, West Nile virus CPE -0.5%, PMI inhibition -4%, P. falciparum M17LAP 1%, UTI89 phage lysis 5.5%, TNAP activation fold 1.1, human PMI inhibition -3% and T cell modulator vesicle-bound % 64.
Cc1ccc(-c2cc(C(=O)OCC(=O)Nc3ncc(C(F)(F)F)cc3Cl)c3ccccc3n2)cc1 was read as RSV antiviral HEp-2 2.3%, T cell modulator inactive, M1AAP inhibition -8%, West Nile virus CPE 0.5%, PMI inhibition -13%, P. falciparum M17LAP 9%, UTI89 phage lysis 5.1%, TNAP activation fold 1.1, human PMI inhibition -4% and T cell modulator vesicle-bound % 19.
`O=C(Cc1ccccc1)c1ccc2c(c1)OCCO2` gave RSV antiviral HEp-2 1.6%, T cell modulator inactive, M1AAP inhibition 0%, West Nile virus CPE -0.3%, PMI inhibition 0%, P. falciparum M17LAP 4%, UTI89 phage lysis 0.1%, TNAP activation fold 1, human PMI inhibition 3% and T cell modulator vesicle-bound % 10.
For C/C(Cc1ccccc1)=N\NC(=O)c1cc(C(C)(C)C)[nH]n1 the results were RSV antiviral HEp-2 2.8%, T cell modulator inactive, M1AAP inhibition 3%, West Nile virus CPE -0.2%, PMI inhibition 1%, P. falciparum M17LAP 1%, UTI89 phage lysis 1.1%, TNAP activation fold 1.3, human PMI inhibition -2% and T cell modulator vesicle-bound % 46.
Screening Oc1cc2ccccc2cc1-c1n[nH]c(=S)n1Cc1ccco1 returned RSV antiviral HEp-2 8.8%, T cell modulator inactive, M1AAP inhibition 9%, West Nile virus CPE -0.7%, PMI inhibition 7%, P. falciparum M17LAP 0%, UTI89 phage lysis -0.2%, TNAP activation fold 1.3, human PMI inhibition 5% and T cell modulator vesicle-bound % 48.
Screening CC(C)Oc1ccccc1C(=O)NC(CO)C(=O)O (stereo not drawn) returned RSV antiviral HEp-2 -0.8%, T cell modulator inactive, M1AAP inhibition 0%, West Nile virus CPE 0.8%, PMI inhibition 7%, P. falciparum M17LAP -4%, UTI89 phage lysis 0.0%, TNAP activation fold 1, human PMI inhibition 6% and T cell modulator vesicle-bound % 46.
`Cn1c(Cn2nnc3ccccc32)nnc1SCC(=O)N1CCc2ccccc21` gave RSV antiviral HEp-2 -1.0%, T cell modulator inactive, M1AAP inhibition -2%, West Nile virus CPE -0.5%, PMI inhibition 4%, P. falciparum M17LAP 0%, UTI89 phage lysis 2.6%, TNAP activation fold 1.1, human PMI inhibition 4% and T cell modulator vesicle-bound % 6.
For COc1ccc(C)cc1N(CC(=O)N1CCOCC1)S(C)(=O)=O the results were RSV antiviral HEp-2 1.0%, T cell modulator inactive, West Nile virus CPE 0.5%, UTI89 phage lysis 0.4% and T cell modulator vesicle-bound % 30.
`COc1ccc(C(C)=O)cc1COC(=O)c1cccc(N(C)C)c1` gave RSV antiviral HEp-2 0.5%, T cell modulator inactive, M1AAP inhibition 18%, West Nile virus CPE 0.0%, PMI inhibition -8%, P. falciparum M17LAP 12%, UTI89 phage lysis -0.7%, TNAP activation fold 0.9, human PMI inhibition -9% and T cell modulator vesicle-bound % 30.
For CCOC(=O)c1c(C)[nH]c(C)c1C(=O)CSc1nnc(-c2ccncc2)n1C the results were RSV antiviral HEp-2 3.0%, T cell modulator inactive, M1AAP inhibition 5%, PMI inhibition -4%, P. falciparum M17LAP 2%, UTI89 phage lysis -0.1%, TNAP activation fold 1.1, human PMI inhibition -8% and T cell modulator vesicle-bound % 60.
O=C(NCC1CCCO1)c1nn2c(C(F)(F)F)cc(-c3ccc(Br)o3)nc2c1Br (stereo not drawn) was read as RSV antiviral HEp-2 2.1%, T cell modulator inactive, West Nile virus CPE -0.3%, UTI89 phage lysis 0.4% and T cell modulator vesicle-bound % 16.
`C/C(=N\NC(=O)Cn1cnc2ccccc21)c1cccs1` gave RSV antiviral HEp-2 5.2%, T cell modulator inactive, West Nile virus CPE -0.2%, PMI inhibition 0%, UTI89 phage lysis -0.5%, TNAP activation fold 1, human PMI inhibition -3% and T cell modulator vesicle-bound % 55.
For CCCCC(=O)N1CC(=O)Nc2ccc(F)cc2C1c1ccc(F)cc1 (stereo not drawn) the results were RSV antiviral HEp-2 0.0%, T cell modulator inactive, West Nile virus CPE -0.7%, UTI89 phage lysis -0.2% and T cell modulator vesicle-bound % 29.
CNC(=O)CSc1nnnn1-c1ccc2c(c1)OCCO2 was read as RSV antiviral HEp-2 1.2%, T cell modulator inactive, M1AAP inhibition 6%, West Nile virus CPE -0.2%, PMI inhibition 1%, P. falciparum M17LAP -6%, UTI89 phage lysis 0.8%, TNAP activation fold 1, human PMI inhibition -4% and T cell modulator vesicle-bound % 30.
Screening O=C(CS(=O)(=O)c1c[nH]c2ccccc12)N1CCc2ccccc21 returned RSV antiviral HEp-2 2.0%, T cell modulator inactive, M1AAP inhibition 1%, PMI inhibition 8%, P. falciparum M17LAP 1%, UTI89 phage lysis -0.8%, TNAP activation fold 0.7, human PMI inhibition 6% and T cell modulator vesicle-bound % 30.
`O=C(CN1C(=O)COc2ccccc21)c1ccc(Cl)cc1` gave RSV antiviral HEp-2 1.3%, T cell modulator inactive, M1AAP inhibition 3%, West Nile virus CPE 0.2%, PMI inhibition -3%, P. falciparum M17LAP 5%, UTI89 phage lysis 0.9%, TNAP activation fold 1, human PMI inhibition -5% and T cell modulator vesicle-bound % 48.
COc1cccc2cc(C(=O)N3CCCc4ccccc43)oc12 was read as RSV antiviral HEp-2 12%, T cell modulator inactive, West Nile virus CPE -0.8%, UTI89 phage lysis 0.2% and T cell modulator vesicle-bound % 23.
`CN(C)C(CN1C(=O)C2CC=CCC2C1=O)c1cn(C)c2ccccc12` (stereo not drawn) gave RSV antiviral HEp-2 0.7%, T cell modulator inactive, M1AAP inhibition 11%, West Nile virus CPE -0.2%, PMI inhibition 9%, P. falciparum M17LAP -1%, UTI89 phage lysis 0.0%, TNAP activation fold 1.1, human PMI inhibition 15% and T cell modulator vesicle-bound % 10.
For CCOc1cc([N+](=O)[O-])c2nc(N)sc2c1 the results were RSV antiviral HEp-2 inconclusive, T cell modulator inactive, M1AAP inhibition 7%, West Nile virus CPE -0.1%, P. falciparum M17LAP 1%, UTI89 phage lysis -0.1% and T cell modulator vesicle-bound % 57.
For CN1CCCC(OC(=O)CCCCC(=O)OC2CCCN(C)C2)C1 (stereo not drawn) the results were RSV antiviral HEp-2 -0.9%, T cell modulator inactive, M1AAP inhibition 4%, West Nile virus CPE 0.2%, PMI inhibition -4%, P. falciparum M17LAP -4%, UTI89 phage lysis 0.2%, TNAP activation fold 1.1, human PMI inhibition -2% and T cell modulator vesicle-bound % 9.
For Cc1ccc(S(=O)(=O)NC(=O)NC(C)c2ccc(F)cc2)cc1 (stereo not drawn) the results were RSV antiviral HEp-2 1.8%, T cell modulator inactive, West Nile virus CPE -0.4%, UTI89 phage lysis 0.7% and T cell modulator vesicle-bound % 35.
`O=C(CN1C2CCCC1CC(NC(=O)c1ccccc1)C2)Nc1ccccc1` (stereo not drawn) gave RSV antiviral HEp-2 -0.8%, T cell modulator inactive, West Nile virus CPE 0.2%, UTI89 phage lysis 0.1% and T cell modulator vesicle-bound % 25.
Screening CC1Cc2ccccc2N1C(=O)CN1C(=O)NC(C)(c2ccc3c(c2)OCCO3)C1=O (stereo not drawn) returned RSV antiviral HEp-2 4.0%, T cell modulator inactive, M1AAP inhibition 9%, West Nile virus CPE 0.5%, PMI inhibition -5%, P. falciparum M17LAP -4%, UTI89 phage lysis -0.1%, TNAP activation fold 1.1, human PMI inhibition 8% and T cell modulator vesicle-bound % 41.
`O=C(Nc1ccccc1F)c1ccc(Cn2cc(Cl)cn2)cc1` gave RSV antiviral HEp-2 -0.5%, T cell modulator inactive, M1AAP inhibition 7%, West Nile virus CPE 0.3%, P. falciparum M17LAP 1%, UTI89 phage lysis 0.0%, TNAP activation fold 1 and T cell modulator vesicle-bound % 50.
